Source: PubChem BioAssay (several laboratories)
MC4R barr agon: activates human MC4R beta-arrestin recruitment | P32245 | U2OS MC4R beta-arrestin complementation, luminescence; percent of melanotan II response, DMSO zero | activation, % at 8.9 µM | 360,000 tested, 0.98% active;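 active = activation above a per-plate cutoff, the mean activation of sample wells on that plate plus 3 SD, cut at about 8% in these data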
Target sequence (P32245 whole entry, looked up): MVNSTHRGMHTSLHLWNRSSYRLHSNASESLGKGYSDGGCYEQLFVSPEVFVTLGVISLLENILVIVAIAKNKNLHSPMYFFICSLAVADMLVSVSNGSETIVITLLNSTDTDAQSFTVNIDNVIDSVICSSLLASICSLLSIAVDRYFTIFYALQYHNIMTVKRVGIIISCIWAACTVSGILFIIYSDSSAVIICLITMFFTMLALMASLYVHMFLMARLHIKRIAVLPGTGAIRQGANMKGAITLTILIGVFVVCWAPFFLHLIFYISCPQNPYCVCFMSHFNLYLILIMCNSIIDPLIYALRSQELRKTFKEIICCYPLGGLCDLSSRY
MC4R antagonist: blocks human MC4R cAMP signaling. MC4R-expressing cells, MTII-stimulated cAMP, LANCE TR-FRET. 360,000 tested, 0.48% active. inhibition, % at 6.5 µM. P32245;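 active = inhibition above its plate's cutoff, the mean of tested wells on that plate plus 3 SD, cut at about 29% in these data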;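 note: 0% = Melanotan II alone and 100% = Melanotan II plus saturating MCL0020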
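system = U2OS cells with stable human MC4R expression | also added = Melanotan II challenge after compound preincubation | dosing = one concentration, 6.5 µM nominal | incubation = compound 30 min, challenge 1 h, detection 1 h | measured by = TR-FRET with Eu-cAMP and labeled anti-cAMP, 671 nm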
HTR2A ag: agonists of mouse serotonin 5-HT2A receptor (HTR2A); CHO-K1 mHTR2A beta-arrestin complementation, luminescence; percent of 30 µM serotonin response; activation, % at 7.6 µM; P35363; AID 624169; 360,000 tested, 0.66% active;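 active = activation above a run cutoff, the mean activation of all tested compounds plus 3 SD, cut at about 14% in these data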;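 note: 0% = plate median of compound wells and 100% = 30 µM serotonin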
Target sequence (P35363 whole entry, looked up): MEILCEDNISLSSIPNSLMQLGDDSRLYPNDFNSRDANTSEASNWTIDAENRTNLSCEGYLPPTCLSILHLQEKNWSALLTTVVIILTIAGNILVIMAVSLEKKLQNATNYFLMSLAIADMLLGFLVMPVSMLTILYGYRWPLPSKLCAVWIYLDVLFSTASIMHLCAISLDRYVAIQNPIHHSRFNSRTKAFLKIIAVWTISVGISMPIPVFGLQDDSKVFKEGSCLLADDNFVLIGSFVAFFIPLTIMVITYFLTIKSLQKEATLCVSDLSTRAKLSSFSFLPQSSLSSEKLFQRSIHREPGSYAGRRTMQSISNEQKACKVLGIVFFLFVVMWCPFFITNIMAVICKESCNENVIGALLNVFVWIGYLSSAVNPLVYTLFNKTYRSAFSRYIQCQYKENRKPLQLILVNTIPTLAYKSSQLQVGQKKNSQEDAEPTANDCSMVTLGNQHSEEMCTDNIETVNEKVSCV
Vif imaging: HIV Vif inhibition | AID 602346 | 340,000 tested, 0.35% active | HEK293T cells, Vif self-association by quenched fluorescence, imaging, 24 h | inhibition, % at 7.49 µM; in the data active = inhibition above about 50%, passing the limit was not always enough; inconclusive = no clear call, values can overlap the other calls; inactive = below about 31%; note: some results filed as inactive read as strong as hits
aDG glyco act: alpha-DG glycosylation activation; Pro5-aDG cells, alpha-DG glycosylation AlphaScreen (IIH6); 0% Pro5, 100% B10-LARGE cell signal; activation, % at 10 µM; 360,000 tested, 0.22% active;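 active = activation of at least 8% versus controls, or a plate z-score of at least 8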;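 note: Pro5 are CHO cells carrying HIG-tagged alpha-DG that lacks glycosylation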
N-glyco inh: blocks N-linked glycosylation in D54 reporter cells; 360,000 tested, 0.23% active; D54 ERlucT glycosylation luciferase reporter, 24 h; percent of 100 nM tunicamycin response; reporter increase, % at 12.5 µM;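 active = mean luciferase reporter signal, scaled so untreated is 0 and the glycosylation-blocking control 100, at or above a set limit in every replicate; inconclusive = mean reaches the limit but not every replicate does; inactive = mean below the limit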;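 note: luciferase carries N-glycosylation sites so blocking glycosylation raises the light; 0% = median of neutral control wells and 100% = median of 100 nM tunicamycin wells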
CaV13 FRET inh: Disruptors of the CACNA1D IQ motif to Ca2+-dependent inactivation inhibitor domain association, primary screening, Förster resonance energy transfer in intact living …; HEK cells, CFP/YFP FRET ICDI-IQ, plate reader, 10 min; percent FRET-ratio fall versus neutral wells; 340,000 tested, 0.098% active; AID 743397; inhibition, % at 12.3 µM;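 active = mean replicate inhibition of at least 30% and at least 1% of replicates passing that level; inconclusive = only one of the two criteria is met; inactive = neither criterion is met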;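 note: 0% = median of the neutral control wells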
Cardio protect: protects H9c2 cardiomyocytes from peroxide injury. H2O2 injury protection, ATPLite, 2 h. protection from H2O2 cell death, % at 20 µM. 360,000 tested, 0.63% active. AID 588492;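 active = compounds giving at least 50% protection of heart cells from peroxide-induced death in the single-dose screen, raw or plate-pattern-corrected value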;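 note: 0% = DMSO wells with peroxide and 100% = DMSO wells without peroxide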
PDI turbidity: PDI (human) enzyme inhibition; P07237; PDI insulin aggregation turbidity, A650, 90 min; inhibition, % at 10 µM; 350,000 tested, 0.052% active;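 active = mean inhibition across replicates of 30% or more, whatever share of single replicates reach that level; inconclusive = mean inhibition below 30% while every single replicate reaches 30%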;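 note: absorbance from insulin aggregation driven by PDI reduction with DTT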
ABCB6 inh MLPCN: human ABCB6 transporter inhibition. 360,000 tested, 0.19% active. fluorescence ratio to DMSO, % at 10 µM. Q9NP58. K562-ABCB6 porphyrin accumulation, flow cytometry, 1 h; hits give low values. AID 602162;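 active = fluorescence ratio to DMSO below 75%, the collection mean minus 3 SD; inconclusive = too few cells collected in the well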;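 note: signal is porphyrin accumulated inside mitochondria; 100% equals median channel fluorescence of DMSO control wells; lower ratio means ABCB6 inhibition with less porphyrin fluorescence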
Active calls of the source: *; ? = inconclusive; . = no result given.

SMILES	MC4R barr agon	MC4R antagonist	HTR2A ag	Vif imaging	aDG glyco act	N-glyco inh	CaV13 FRET inh	Cardio protect	PDI turbidity	ABCB6 inh MLPCN
Nc1ccc(C(=O)Nc2nc3ccccc3s2)cc1	0.3	8	0	-9	-0.2	-15	-19	-8	-10	106
O=C(c1cccc(F)c1)N1CCN(C(=O)c2nn3cccnc3c2Cl)CC1	0.7	10	2	7	0.0	-1	-2	7	11	99
CC12CCC(O)CC1=CCC1C2CCC2(C)C(c3ccn[nH]3)CCC12 (configuration not stated)	7.8	7	6	-7	1.3	-4	-3	-19	7	96
CCC(C(=O)Nc1ccc([N+](=O)[O-])cn1)c1ccccc1 (configuration not stated)	0.2	2	-4	-1	-0.1	-3	-20	-3	4	103
CCCCc1cc(=O)oc2cc(C)cc(OCC(=O)N3CCC(C(=O)O)(c4ccccc4)CC3)c12	-0.2	-25	9	?	0.7	0	.	5	.	98
O=C(Nc1ccc(F)cc1)c1cccc(N2C(=O)C3C4C=CC(C5CC45)C3C2=O)c1 (configuration not stated)	-2.2	0	-3	-2	0.9	-2	-5	-8	-1	90
O=C(Cc1ccc(Cl)cc1)NC1CCCN(Cc2ccccc2F)C1 (configuration not stated)	-1.4	-1	0	-4	0.0	0	-4	-4	0	97
Cc1c(Cl)c([N+](=O)[O-])nn1Cc1ccc(C(=O)N/N=C\c2cc(Cl)ccc2O)o1	-2.2	7	1	-11	1.6	-10	-1	68*	3	98
N#Cc1c2n(c(=S)n(-c3ccc(OC(F)F)cc3)c1=O)CCCCC2	2.7	13	3	3	0.8	-1	-6	-14	-5	99
CC1(CCl)N([O-])C2=C(CCCC2)[N+]1=O (configuration not stated)	-1.2	11	5	7	-0.1	3	-2	4	-9	100
CC(C)(C)C1CCC(=NNC(=O)C2COc3ccccc3O2)CC1 (configuration not stated)	0.1	8	4	4	-0.1	1	-3	6	-35	98
COc1ccc(CCNS(=O)(=O)c2cccc(C)c2)cc1OC	-1.4	6	0	2	0.3	0	-3	4	-2	97
Cc1ccc(-c2cc(C(=O)N/N=C/c3c[nH]c4ccccc34)[nH]n2)cc1	-0.3	-22	-5	13	-0.4	21	-4	-6	1	95
O=c1ccc2cc(S(=O)(=O)N3CCN(c4ccc(Cl)cc4)CC3)ccc2o1	-2.0	2	-2	15	0.0	0	-4	-10	-8	95
CC(=O)Nc1ccc(S(=O)(=O)N2CCN(c3nc(C)cc(C)n3)CC2)cc1	-0.1	7	0	1	0.0	1	-1	4	-3	98
COc1ccc(O)c(-c2c(-c3ccc(Cl)cc3)n[nH]c2C)c1	-1.2	3	0	1	-0.2	-3	.	6	15	89
O=C1Nc2ccccc2C(=O)N2[C@H](c3cccc(Br)c3)[C@@H]3C(=O)N(Cc4ccccc4)C(=O)[C@@H]3[C@H]12	2.4	7	5	0	0.1	0	-4	6	-6	102
Cc1cc(C(=O)NCc2cc(F)cc3c2OCOC3)nn1C	-0.7	5	0	6	0.1	2	-5	3	-1	101
CC(C)(C)OC(=O)N1CCC(C(=O)Nc2cccc(C(=O)NCCc3ccccc3)c2)CC1	2.4	0	4	4	0.1	-3	-3	2	3	99
CCC1CCCCN1CCCNC(=O)c1ccc(N2CCOCC2)c(NS(=O)(=O)c2ccc(OC)cc2)c1 (configuration not stated)	-3.6	10	-6	3	0.6	-2	-5	-5	3	79
O=CNCCCc1nc2ccccc2n1CCc1ccccc1	0.6	1	-5	5	0.0	2	-1	-3	4	104
CCOC(=O)c1ccc(NC(=O)NCc2ccccc2)cc1	-1.4	-3	-1	4	1.4	2	1	-4	-9	100
O=[N+]([O-])c1cccc(/C([O-])=C(/C(=S)Nc2ccccc2F)[n+]2ccccc2)c1	-1.5	7	-4	-2	-0.1	-1	-2	-6	-2	101
O=C(NCc1ccco1)c1ccc2c(=O)n(CC3CCCO3)c(=S)[nH]c2c1 (configuration not stated)	-1.0	2	1	-7	-0.2	-2	.	14	-36	92
Cc1nc(NC(=O)c2cc3ccccc3o2)ccc1Br	11*	0	-4	6	-0.1	-1	-9	-14	-75	97

Two of these compounds in a different format:
SMILES | MC4R barr agon | MC4R antagonist | HTR2A ag | Vif imaging | aDG glyco act | N-glyco inh | CaV13 FRET inh | Cardio protect | PDI turbidity | ABCB6 inh MLPCN
O=C(NCc1ccco1)c1ccc2c(=O)n(CC3CCCO3)c(=S)[nH]c2c1 (configuration not stated) | -1.0 | 2 | 1 | -7 | -0.2 | -2 | . | 14 | -36 | 92
Cc1nc(NC(=O)c2cc3ccccc3o2)ccc1Br | 11* | 0 | -4 | 6 | -0.1 | -1 | -9 | -14 | -75 | 97

Following part
SMILES	MC4R barr agon	MC4R antagonist	HTR2A ag	Vif imaging	aDG glyco act	N-glyco inh	CaV13 FRET inh	Cardio protect	PDI turbidity	ABCB6 inh MLPCN
COc1cccc(-c2c(NC(=O)c3ccco3)oc3ccccc3c2=O)c1	-0.2	5	-5	-1	-0.4	-2	.	-1	.	103
CCOc1ccc(-n2c(-c3ccccc3)c[n+]3c2CCCCC3)cc1	0.1	19	1	-2	0.4	-1	-4	-8	7	94
CC(Sc1nnc(C2CCCCC2)n1N)C(=O)NCc1ccc2c(c1)OCO2 (configuration not stated)	-0.2	5	-1	4	0.2	2	.	-8	0	103
COc1ccc(C(=O)NNC(=O)c2ccc(C(C)(C)C)cc2)cc1	-2.9	-2	4	.	0.0	9	-5	0	-2	102
NS(=O)(=O)c1cccc(NC(=O)CSc2nnc(-c3ccccc3)o2)c1	0.3	2	4	-7	0.5	1	-8	-6	-1	97
CCC1CCCCN1C(=O)CCCc1ccccc1 (configuration not stated)	-0.8	-2	-6	-3	-0.1	-1	-3	-9	6	99
Cc1noc(C)c1CSc1nnc(-c2ccccc2)n1Cc1ccco1	-1.2	-1	0	.	0.8	4	.	-2	-9	88
Cc1cc(C)c(C#N)c(SCC(O)CS(=O)(=O)Cc2ccccc2)n1 (configuration not stated)	2.5	-6	7	1	-0.2	0	-9	2	2	102
Cc1ccccc1NC(=O)Cc1nc(COC(=O)Cc2ccccc2F)cs1	2.8	1	-1	-5	0.1	2	-2	6	-2	90
CCOC(=O)C1=CN(Cc2cccc(F)c2)S(=O)(=O)NC1c1ccc(Br)cc1F (configuration not stated)	1.9	1	0	-9	-0.1	-2	-6	-8	4	105
COc1ccc(-c2noc(CSc3nc4ccccc4c(=O)n3-c3ccccc3)n2)cc1	-1.6	-2	9	8	0.0	-3	-9	-5	6	95
CCCc1nn(C)c(C(=O)Nc2ccc(Cl)cc2)c1Cl	4.9	7	3	-4	0.1	0	-5	-8	-10	102
CCOC(=O)C1CCN(C(=O)c2cc(CN3C(=O)c4ccccc4C3=O)ccc2OCC)CC1	-1.8	5	7	7	-0.1	1	-17	13	1	89
CCOC(=O)CN=C(NS(=O)(=O)c1ccc(Cl)cc1)c1ccccc1	0.7	1	-1	-4	0.9	0	-2	-1	4	102
COc1ccc(OCC(=O)N2CCN(S(=O)(=O)c3ccc(Cl)s3)CC2)cc1	-1.0	-2	5	-10	0.0	-4	-6	2	8	84
C=C(C)C(=O)OCC(=O)NCc1ccccc1	3.1	-1	2	1	-0.1	1	-19	-1	3	91
CN(C)S(=O)(=O)c1ccc(C(=O)N(c2ccccn2)c2ccccn2)cc1	-1.2	8	-4	-2	0.0	0	-3	2	-1	99
Cc1cccc(CNC(=O)Cn2ccc3cc(S(=O)(=O)N4CCCC4)ccc32)c1	-0.4	4	-6	-2	-0.2	1	-5	-1	7	97
CC1(C)CC(=O)C2=C(C1)Oc1ncn(CCCO)c(=N)c1C2c1ccccc1 (configuration not stated)	3.4	-2	3	2	-0.2	1	-7	8	-4	92
CCc1ccc2nc(N(CCCN(C)C)C(=O)c3ccc(S(=O)(=O)N4CCc5ccccc5C4)cc3)sc2c1	20*	-8	0	-8	-0.3	-5	-5	-16	13	98
Cn1cc(Cl)nc1C(O)c1ccccc1 (configuration not stated)	0.5	13	7	-7	0.4	0	-5	-3	-20	111
Cc1ccc(S(=O)(=O)NNC(=S)Nc2ccccc2)cc1	-0.5	3	0	0	0.6	3	.	-9	4	102
CN(C)c1ccc(/C=C/C(=O)c2cccnc2)cc1	-2.1	-4	11	6	0.3	0	-17	-10	-5	99
O=C(NCCCCc1ccccc1)c1cccc(Br)c1	0.6	12	-2	-3	-0.1	-3	5	3	-2	100
O=[N+]([O-])c1ccc(N2CCCCC2)cc1NCCOc1ccccc1	-1.0	-2	3	7	0.0	2	-5	-14	9	95
c1ccc(OCCNc2ccn3nc(-c4ccco4)cc3n2)cc1	1.5	8	9	.	0.2	6	-5	10	-4	97
O=C(NC(=S)Nc1cccc2c(O)cccc12)c1cccc(Br)c1	31*	5	1	.	-0.2	-1	-4	-7	4	96
C=CCn1c(SCC(=O)NC2(C)CCS(=O)(=O)C2)nc2ccccc21 (configuration not stated)	-1.0	6	0	-2	0.0	-2	-6	4	-9	104
C[C@]12CCC3C(CC[C@H]4CC(O)CC[C@]34C)C1CC/C2=N/O (some centres not stated)	-0.8	18	4	7	-0.1	-4	-2	-8	-6	93

6 entries out of the list above, ordered by the number in PDI turbidity, descending.
SMILES,MC4R barr agon,MC4R antagonist,HTR2A ag,Vif imaging,aDG glyco act,N-glyco inh,CaV13 FRET inh,PDI turbidity,ABCB6 inh MLPCN
CCOc1ccc(-n2c(-c3ccccc3)c[n+]3c2CCCCC3)cc1,0.1,19,1,-2,0.4,-1,-4,7,94
Cc1ccc(S(=O)(=O)NNC(=S)Nc2ccccc2)cc1,-0.5,3,0,0,0.6,3,.,4,102
CN(C)S(=O)(=O)c1ccc(C(=O)N(c2ccccn2)c2ccccn2)cc1,-1.2,8,-4,-2,0.0,0,-3,-1,99
COc1ccc(C(=O)NNC(=O)c2ccc(C(C)(C)C)cc2)cc1,-2.9,-2,4,.,0.0,9,-5,-2,102
CC1(C)CC(=O)C2=C(C1)Oc1ncn(CCCO)c(=N)c1C2c1ccccc1 (configuration not stated),3.4,-2,3,2,-0.2,1,-7,-4,92
C=CCn1c(SCC(=O)NC2(C)CCS(=O)(=O)C2)nc2ccccc21 (configuration not stated),-1.0,6,0,-2,0.0,-2,-6,-9,104
